From PubChem
Growth percent in the NCI-60 one-dose screen (48 h, 10 µM unless noted): 100 = growth as untreated, 0 = no growth, -100 = all killed.
SNB-19: SNB-19 CNS cancer cells. 2.5% of 81,000 active. AID 1794751
KM12: KM12 colon cancer cells; 5% of 82,000 active; AID 1794800
SNB-75: SNB-75 CNS cancer; 5% of 79,000 active; AID 1794750
HCT-15: HCT-15 colon cancer. 5.2% of 82,000 active. AID 1794746
SF-268: SF-268 CNS cancer cells. AID 1794759. 3.1% of 82,000 active
SW-620: SW-620 colon cancer; AID 1794795; 5.2% of 82,000 active
HT29: HT29 colon cancer; 7.4% of 81,000 active
HCC-2998: HCC-2998 colon cancer; 4.7% of 79,000 active
HCT-116: HCT-116 colon cancer; 7.3% of 82,000 active; AID 1794798
The depositor's hits bear a star; / = not tested or not shown; & = joins results of further samples. Rule for the calls: active = growth percent below 10; inactive = the rest.

SMILES	SNB-19	KM12	SNB-75	HCT-15	SF-268	SW-620	HT29	HCC-2998	HCT-116
CCCCCCCCCCCC[Si](F)(CCCCCCCC)CCCCCCCC	106	97	88	99	96	108	99	114	100
Brc1ccc2[nH]cc(-c3nn4cc(-c5ccncc5)nc4s3)c2c1	76	65	60	52	74	66	83	101	38
O=C(Cn1cc(CN2CCN(c3ccnc4cc(Cl)ccc34)CC2)nn1)Nc1ccccc1Cl	90	104	81	99	95	101	104	113	91
CCOC(=O)C(Cc1ccccc1)n1c(O)c(C=Nc2ccccc2)sc1=S (stereo not drawn)	101	83	101	94	96	92	76	103	64
COc1cc(-c2nc3ccccc3o2)cc(CN2CCCCC2)c1O	83	45	58	41	68	65	87	98	57
Cc1nnc(SCc2nc3sc4c(c3c(=O)[nH]2)CCCC4)s1	99	111	81	96	96	100	104	115	102
COc1ccc(C2=Nc3c(N)ncnc3NC(c3cccc(Nc4ccnc5cc(C(F)(F)F)ccc45)c3)C2)cc1 (stereo not drawn)	68	47	57	32	57	62	43	72	40
COC(=O)c1c2c(c(C)[n+]([O-])c1C)C(=O)C=C(NCc1ccc(Cl)cc1)C2=O	-24*	-4.3*	-95*	-55*	0.3*	-17*	2.6*	-35*	-20*
O=C(c1ccccc1)C1N=NCC1c1ccc(Cl)cc1 (stereo not drawn)	93	103	90	95	100	102	93	97	91
CC1CC2(C)N(CCc3cncn32)C1=O (stereo not drawn)	99	105	92	105	100	102	100	112	112
CCCCCC1O[C@@H]2CC[C@H]1NC(N)=N2 (stereo partly drawn)	95	104	84	99	101	95	104	96	100
Cc1ccc(/C=C(\C#N)n2nnc3cc(Cl)c(Cl)cc32)cc1	18	0.7*	-25*	12	12	16	12	14	8.3*
Cc1ccccc1NC(=O)C(=O)C(C(=O)c1ccccc1F)C1OC(=O)c2ccccc21 (stereo not drawn)	77	97	103	95	94	116	104	105	94
COC1(OC)C2(Cl)C=C(c3ccccc3)C1(Cl)C(Cl)=C2Cl (stereo not drawn)	102	109	67	119	101	115	83	100	79
COc1ccc(-c2[nH]c3ccccc3c2/C=C(\C#N)S(=O)(=O)c2ccccc2)cc1	30	7.5*	33	25	45	29	13	-29*	11
CCOC(=O)C/C(=N\Nc1cc(=O)[nH]c2ccccc12)C(=O)OCC	114	103	90	106	97	96	109	112	99
COc1cc2nc(SCc3ccccc3)n(-c3ccc(Cl)cc3)c(=O)c2cc1OC	-30*	40	-50*	34	-13*	9.4*	45	20	-41*
CC1CCC(C(C)C)C(NN)C1 (stereo not drawn)	106	105	103	104	107	104	77	98	106
Cc1ccc(CNC(=O)Cc2ccc3c(c2)CN(C2CCC(=O)NC2=O)C3=O)cc1 (stereo not drawn)	4.0*	1.2*	-17*	-20*	9.5*	4.2*	25	-23*	65
Cc1cc2nc(NC(=O)c3ccc(Nc4ccc(Cl)nn4)cc3)sc2cc1C	100	99	91	95	107	96	102	103	96
C=C(C)[C@@H]1CC[C@]2(C#N)CC[C@]3(C)[C@H](CC[C@@H]4[C@@](C)(CCC#N)[C@H](C(=C)C)CC[C@]43C)[C@@H]12	102	92	93	99	83	95	62	94	70
CCOC(=O)C1CSCCC1=O (stereo not drawn)	95	105	76	97	102	102	117	109	99
COc1cccc(-c2nc3ccccc3s2)c1OC	97	108	/	114	106	103	110	102	96
COc1ccc(NCc2cn(-c3ccc(C(=O)O)cc3)nc2-c2cc(C(F)(F)F)cc(C(F)(F)F)c2)cc1	95	100	92	89	99	102	99	104	95
N#Cc1c(Oc2ccccc2)nc2n(c1=O)-c1ccccc1Sc1ccccc1-2	95	108	71	105	109	101	105	101	99
CC(=O)OC1Oc2cc(C)c(C)cc2-c2oc(=O)c(-c3cc4ccccc4oc3=O)cc21 (stereo not drawn)	116	103	92	117	61	133	110	96	81
Nc1cc([N+](=O)[O-])ccc1N1C(=O)CCCC1=O	98	104	70	97	102	104	102	105	98
Cc1cc(O)cc(C)c1[N+](=O)[O-]	107	/	90	107	/	101	109	113	96
O=C(/C=C\c1ccccc1)NCCNC(=O)/C=C/c1ccccc1	99	106	84	108	108	102	99	108	85
CC(=O)c1ccc(NC(=O)CSc2nnc(-c3cc(-c4ccccc4)nc4ccccc34)o2)cc1	101	94	100	96	81	102	87	103	68
O=C1[C@@H]2Cc3c([nH]c4ccccc34)[C@H](c3ccc(Cl)cc3)N2C(=O)CN1C1CCN(Cc2c(F)cccc2F)CC1	87	97	97	67	65	88	60	77	54
O=C1/C(=C/c2ccc(F)cc2)SC(=S)N1N1CCOCC1	97	112	89	103	99	105	105	104	108
COc1cc(/C=C/C(=O)c2cnn(-c3cc(=O)[nH]c4ccc(C)cc34)c2C)cc(OC)c1OC	19	-42*	45	-39*	6.7*	-58*	-67*	-99*	-77*
CC1(C)CC(=O)C(Cc2cn(-c3ccccc3O)nn2)(Cc2cn(-c3ccccc3O)nn2)C(=O)C1	99	101	77	102	101	104	108	109	97
CC1=C(N2CCOCC2)C(N2CCOCC2)=C(C)C(=O)C1=O	103	105	97	100	93	105	111	109	108
CCCCNc1nnc(-c2cc(-c3cc4ccccc4o3)nn2-c2ccccc2)o1	91	103	102	95	94	103	94	/	89
CCNc1nc(Cl)nc(-c2cn(-c3ccccc3)c3ccccc23)n1	107	100	98	102	99	116	105	83	100
CCc1c([N+](=O)[O-])cc2c(c1[N+](=O)[O-])C(C)(C)CCC2(C)C	109	97	103	109	97	109	88	106	107
C=C(CN)[C@@H]1CC[C@]2(CO)CC[C@]3(C)[C@H](CC[C@@H]4[C@@]5(C)CCCNC(C)(C)[C@@H]5CC[C@]43C)[C@@H]12	100	104	86	76	103	89	26	100	70
CC1=C(C#N)C2=Nc3cccc4cccc(c34)N2C(=O)C1	88	92	81	98	94	98	92	114	94
O=C(COc1ccc(Cl)cc1Cl)NCc1ccccc1	97	108	108	94	108	103	107	106	93
C[S+](C)CCCN	101	115	95	107	121	121	110	107	98
CCCCCCNC(=O)Oc1ccc(/C(=C(/C)Cc2ccc(OC)cc2)c2ccc(OCCN3CCCCCC3)cc2)cc1	89	95	91	68	92	89	36	92	71
COc1ccc(/C(C#N)=C2C=C/C(=N/O)c3ccccc3\2)cc1	62	3.2*	23	7.3*	19	20	-13*	-11*	5.1*
Cn1cc(-c2cc3ncnc(Nc4ccc(CC(=O)Nc5ccc(F)c(Cl)c5)cc4)c3s2)cn1	33	20	62	64	44	47	46	79	29
O=C(O)c1ccc(C(=O)O)c(C(=O)c2ccc(NC(=O)c3ccccc3)cc2)c1	110	100	92	100	116	95	108	103	110
O=C(CSc1nc2ccc([N+](=O)[O-])cc2[nH]1)Nc1ccc(F)c(Cl)c1	12	20	29	18	24	26	14	33	7.9*
CC1(C)CC2C3=CCC4[C@@]5(C)CC/C(=N\O)C(C)(C)C5CC[C@@]4(C)[C@]3(C)CC[C@@]2(C(=O)O)[C@H](O)C1 (stereo partly drawn)	94	90	49	79	74	100	84	/	92
CCCCCCC(=O)/C=C/c1ccc(OC)c(OC)c1	106	105	82	100	113	116	124	117	102
O=C1c2ccccc2C(=O)c2sc(Nc3ccc(Cl)cc3)nc21	80	60	33	-69*	42	-40*	93	58	-37*
O=C1CC(=O)c2ccccc21	103&106	97&92	88&38	101&107	99&104	102&95	99&105	108&110	102&110
COC(=O)/C=C(/C)N1CCCC1	110	110	105	115	104	/	92	99	106
COC(=O)[C@]1(C)CCC[C@@]2(C)[C@H]1CC=C1C=C(C(C)C)CC[C@@H]12	106	109	96	93	97	96	94	/	102
O=C1NC(=O)C(c2ccccc2)(c2ccccc2)N1CN1C=CN(c2cc3ccccc3oc2=O)N1	88	90	81	93	89	97	102	107	97
CC(=O)NC1C(Nc2ccc(S(=O)(=O)Nc3nccc(C)n3)cc2)OC(CO)C(O)C1O (stereo not drawn)	104	98	95	105	99	104	106	98	107
Cn1cc(/C=C2/C(=O)Nc3ccc(Cl)cc32)c2ccccc21	95	18	88	85	96	103	99	89	104
CN(C)CCCN(Cc1ccccc1O)C(=S)Nc1ccccc1	96	91	75	99	110	103	104	99	107
C=CC(=O)Nc1ccccc1	110	111	91	100	105	109	109	103	103
COc1ccc(C(=O)Nc2ncc(Cc3ccc(F)cc3)s2)cc1	31	3.0*	24	12	51	31	9.9*	8.2*	13
CCn1cc(C(=O)N/N=C/c2cccs2)c(=O)c2cc(F)c(N3CCNC(C)C3)c(F)c21 (stereo not drawn)	73	83	88	25	79	-17*	-77*	29	94
(more compounds)
SMILES	SNB-19	KM12	SNB-75	HCT-15	SF-268	SW-620	HT29	HCC-2998	HCT-116
COc1ccc(Cc2ccc(N(C)C)c(Cl)c2)cc1	98	62	/	86	105	91	87	97	89
NCCCNc1nc2ccccc2c2c(=O)c3cc(OC(F)(F)F)ccc3sc12	7.6*	-89*	59	-78*	51	-76*	-33*	-88*	-83*
CCOC(=O)C(C(=O)OCC)C(c1ccccc1)S(=O)(=O)O (stereo not drawn)	109	110	88	99	105	102	108	102	103
Nc1ccc(N=Nc2ccccc2)c2ccccc12	121&95	74&93	84&77	62&74	73&87	84&99	102&103	80	76&92
Clc1ccc(NCc2nnc(-c3ccccc3)o2)cc1	93	81	91	96	89	90	93	96	83
O=c1c(I)c[nH]cc1I	108	97	113	108	112	105	105	110	117
OC1(C#CC2(O)CCCC2)CCCC1	100	98	94	94	103	104	97	/	100
C=CCOc1ccc(Br)cc1CC(=C)C	112	117	114	113	113	109	107	106	109
CC/C=C(\C)C(C#N)(CC)C(=O)OCC (stereo not drawn)	107	111	/	/	111	107	101	104	115
O=c1[nH]c2cc(Cl)ccc2nc1/C=C(\O)c1ccc(F)cc1	102	100	98	99	105	115	102	115	108
C(=N\N1CCCCCC1)/c1ccc2c(c1)OCO2	101&96	93&106	107&89	110&98	98&94	106&104	102&104	121&124	106&112
COC(=O)[C@@]1(/C=C/c2ccccc2)C(=O)N(c2ccc(OC)cc2)[C@@]1(C(=O)OC)c1ccc(Cl)cc1	/	87	83	84	87	86	74	99	59
CCOC(=O)C1=C(N)N(c2ccccc2)C2=C(C(=O)CC(C)(C)C2)C1c1ccccc1Br (stereo not drawn)	91	92	67	83	102	90	83	97	79
N#CN1CC[C@H](C(=O)Nc2ncc(-c3ccncc3)s2)C1	9.6*	-1.2*	-37*	2.6*	5.2*	7.1*	-40*	4.6*	1.8*
C=CC(=O)Nc1cccc(Cl)c1	98	109	93	102	102	102	101	104	101
COc1ccc2c(CSc3nc(Cl)c(C#N)c(-c4ccc(Cl)cc4)n3)cc(=O)oc2c1	103	100	80	110	97	104	96	95	100
CCOc1ccc(/C(C)=N\NC(N)=O)cc1	99	99	102	79	97	98	90	95	95
O=C1Nc2ccccc2C2c3c[nH]c4cccc(c34)CN12 (stereo not drawn)	109	98	105	95	96	92	100	104	99
C=C(CBr)[C@@H]1CC[C@]2(C)[C@H](CC[C@@H]3[C@@H]4[C@H]5OC(=O)[C@@]4(CCC5(C)C)CC[C@]32C)[C@@]1(C)CCC#N	93	105	77	91	99	111	86	101	86
CC1=CC(=C2C=C(C)C(=O)C(C)=C2)C=C(C)C1=O	106	102	66	110	99	106	106	102	92
O=C(Nc1ccn(CCOC(=O)c2ccccc2)c(=O)n1)c1ccccc1	102	107	/	115	104	101	108	106	102
O=C(O)c1cn(C2CC2)c2cc(N3CCN(C(=O)N/N=C/c4cccc5ccccc45)CC3)c(F)cc2c1=O	86	101	97	98	86	109	105	107	15
NC(Cc1ccc(O)c([N+](=O)[O-])c1)C(=O)O (stereo not drawn)	105	103	97	98	100	104	99	100	98
CNc1nc2c(s1)C(c1ccc(F)cc1Cl)CC(=O)N2 (stereo not drawn)	88	93	63	97	92	99	104	103	93
Nc1nc(-c2ccccc2)cc(=O)[nH]1	111	96	104	104	85	/	101	/	99

Among those listed so far, these have a cyano group.
SMILES	SNB-19	KM12	SNB-75	HCT-15	SF-268	SW-620	HT29	HCC-2998	HCT-116
Cc1ccc(/C=C(\C#N)n2nnc3cc(Cl)c(Cl)cc32)cc1	18	0.7*	-25*	12	12	16	12	14	8.3*
COc1ccc(-c2[nH]c3ccccc3c2/C=C(\C#N)S(=O)(=O)c2ccccc2)cc1	30	7.5*	33	25	45	29	13	-29*	11
C=C(C)[C@@H]1CC[C@]2(C#N)CC[C@]3(C)[C@H](CC[C@@H]4[C@@](C)(CCC#N)[C@H](C(=C)C)CC[C@]43C)[C@@H]12	102	92	93	99	83	95	62	94	70
N#Cc1c(Oc2ccccc2)nc2n(c1=O)-c1ccccc1Sc1ccccc1-2	95	108	71	105	109	101	105	101	99
CC1=C(C#N)C2=Nc3cccc4cccc(c34)N2C(=O)C1	88	92	81	98	94	98	92	114	94
COc1ccc(/C(C#N)=C2C=C/C(=N/O)c3ccccc3\2)cc1	62	3.2*	23	7.3*	19	20	-13*	-11*	5.1*
CC/C=C(\C)C(C#N)(CC)C(=O)OCC (stereo not drawn)	107	111	/	/	111	107	101	104	115
N#CN1CC[C@H](C(=O)Nc2ncc(-c3ccncc3)s2)C1	9.6*	-1.2*	-37*	2.6*	5.2*	7.1*	-40*	4.6*	1.8*
COc1ccc2c(CSc3nc(Cl)c(C#N)c(-c4ccc(Cl)cc4)n3)cc(=O)oc2c1	103	100	80	110	97	104	96	95	100
C=C(CBr)[C@@H]1CC[C@]2(C)[C@H](CC[C@@H]3[C@@H]4[C@H]5OC(=O)[C@@]4(CCC5(C)C)CC[C@]32C)[C@@]1(C)CCC#N	93	105	77	91	99	111	86	101	86

No enrichment for hits; 11% or so of the library scored in one or more.
